Bim-Bcl-2: inhibitors of Bim-Bcl-2 binding, primary screen, biochemical, multiplexed, human Bcl-2 family. hit rate 0.06% among 190,000. Apoptosis regulator Bcl-2 (Homo sapiens), P10415. Bead-based flow cytometry, Bim peptide-Bcl-2 binding. AID 950, 2007. inhibition, % at 10 µM; in the data active = inhibition above about 40%; inconclusive = no clear call, values can overlap the other calls;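 also: 0% = no compound wells with probe peptide and 100% = reference peptide inhibitor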
Target sequence (P10415 whole entry, looked up): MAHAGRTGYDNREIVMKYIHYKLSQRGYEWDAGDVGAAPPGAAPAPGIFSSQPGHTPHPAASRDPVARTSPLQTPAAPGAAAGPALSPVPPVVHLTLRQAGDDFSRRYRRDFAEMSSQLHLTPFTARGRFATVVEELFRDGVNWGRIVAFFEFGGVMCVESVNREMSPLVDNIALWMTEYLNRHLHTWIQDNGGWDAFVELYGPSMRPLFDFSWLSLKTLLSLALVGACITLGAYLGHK
Mcl1-Bid inh: Mcl-1/Bid binding inhibitors, primary screen, biochemical, TR-FRET, 1536-well; Induced myeloid leukemia cell differentiation protein Mcl-1 (Homo sapiens), Q07820; hit rate 0.97% among 220,000; AID 1021, 2008; TR-FRET Mcl-1/Bid-Dy647 peptide binding; inhibition, % at 21.7 µM;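 active = compounds that cut the binding signal by more than half at the single screening dose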;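 also: His-tagged Mcl-1 with europium anti-His antibody binding Bid BH3 peptide; 0% = Mcl-1 plus peptide wells and 100% = peptide-only wells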
Bim-Bcl-XL: inhibitors of Bim-Bcl-XL binding, primary screen, biochemical, multiplexed, bead flow cytometry, human Bcl-XL; Bcl-2-like protein 1 (Homo sapiens), Q07817; Bim peptide-Bcl-XL binding, fluorescence; inhibition, % at 10 µM; hit rate 0.04% among 190,000; AID 1007, 2008
Bim-Bfl-1: inhibitors of Bim binding to Bfl-1, primary screen, biochemical, multiplexed, bead-based flow cytometry; Bcl-2-related protein A1 (Homo sapiens), Q16548; Bim-Bfl-1 binding inhibition; AID 1008, 2008; inhibition, % at 10 µM; hit rate 0.12% among 190,000;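 also: 0% = wells without compound plus tracer and 100% = blocker peptide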
GSH fluor: compound fluorescence on glutathione beads, profiling panel, artefact control, biophysical, 488/530 nm, flow cytometry | GSH beads flow cytometry, compound fluorescence 488/530 nm; hits give high values | fluorescence (KMESF) at 10 µM | hit rate 0.25% among 190,000; in the data active = fluorescence above about 89;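 also: glutathione beads carrying GST-tagged Bcl family fusion proteins plus one bare bead set; values are compound well signal with DMSO vehicle wells as background; inactives centre near 16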
RGS4-Gao reg: modulators of RGS4 binding to Galphao, primary screen, biochemical, multiplexed bead flow cytometry. binding response (% of control), % at 10 µM. hit rate 0.33% among 220,000. actives lie on both sides; in the data active = binding response below about 49% or above about 150%; inactive = in between;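 also: fluorescent Galphao activated with aluminum fluoride binding bead-coupled RGS4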
Target sequence (P09471 whole entry, looked up): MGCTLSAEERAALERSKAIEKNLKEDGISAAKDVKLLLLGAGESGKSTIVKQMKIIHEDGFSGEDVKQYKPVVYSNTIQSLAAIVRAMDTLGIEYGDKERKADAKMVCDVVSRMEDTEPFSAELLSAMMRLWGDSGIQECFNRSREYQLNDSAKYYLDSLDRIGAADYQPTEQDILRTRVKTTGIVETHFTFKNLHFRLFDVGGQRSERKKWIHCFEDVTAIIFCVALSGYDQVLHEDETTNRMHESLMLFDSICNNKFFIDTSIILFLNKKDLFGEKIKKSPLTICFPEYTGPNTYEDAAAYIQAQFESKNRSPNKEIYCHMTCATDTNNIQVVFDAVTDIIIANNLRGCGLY
Bim-Mcl-1: inhibitors of Bim peptide binding to Mcl-1, primary screen, biochemical, bead-based flow cytometry, multiplex; Induced myeloid leukemia cell differentiation protein Mcl-1 (Homo sapiens), Q07820; Bim peptide-Mcl-1 binding; inhibition, % at 10 µM; hit rate 0.1% among 190,000;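 also: 0% = no compound tracer wells and 100% = peptide blocker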
RGS8-Gao: RGS8-Galphao binding modulators, primary screen, biochemical, multiplexed bead flow cytometry. Guanine nucleotide-binding protein G(o) subunit alpha (Homo sapiens), P09471. actives lie on both sides. response (percent of control binding), % at 10 µM. hit rate 0.34% among 220,000. AID 1423, 2008; in the data active = response below about 60% or above about 140%; inactive = in between;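 also: Galphao activated as the GDP aluminium fluoride complex binding bead-coupled RGS8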
RGS7-Gao: RGS7-Galphao binding modulators, primary screen, biochemical, multiplexed bead flow cytometry; hit rate 0.35% among 220,000; actives lie on both sides; Guanine nucleotide-binding protein G(o) subunit alpha (Homo sapiens), P09471; binding response (% of control), % at 10 µM; in the data active = binding response below about 49% or above about 150%; inconclusive = no clear call, values can overlap the other calls; inactive = in between;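 also: fluorescent Galphao held in activated GDP-AlF4 state binding bead-coupled RGS7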
Bim-Bcl-W: inhibitors of Bim binding to Bcl-W, primary screen, biochemical, multiplexed, bead-based flow cytometry | Bim peptide-Bcl-W binding | inhibition, % at 10 µM | hit rate 0.02% among 190,000;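 also: 0% = bound tracer without compound and 100% = peptide blocker; higher means less fluorescent Bim peptide bound to Bcl-W beads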
Bcl-B Bim block: inhibitors of Bim-Bcl-B binding, primary screen, biochemical, multiplexed, human Bcl-2 family. bead-based flow cytometry, Bim peptide-Bcl-B binding. hit rate 0.073% among 190,000. inhibition, % at 10 µM. Bcl-2-like protein 10 (Homo sapiens), Q9HD36;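 also: 0% = tracer peptide without compound and 100% = reference inhibitor peptide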
The depositor's hits bear a star; ? = inconclusive. Rule as the data show it, unless noted: active = inhibition above about 40%.

SMILES	Bim-Bcl-2	Mcl1-Bid inh	Bim-Bcl-XL	Bim-Bfl-1	GSH fluor	RGS4-Gao reg	Bim-Mcl-1	RGS8-Gao	RGS7-Gao	Bim-Bcl-W	Bcl-B Bim block
CCOC(=O)Cc1csc(NS(C)(=O)=O)n1	-5	9	-7	-14	36	98	-1	102	100	1	-8
CCOC(=O)c1c(C)oc2ccc(OCC(N)=O)cc12	0	1	0	-1	18	97	-2	100	94	0	0
O=c1c2sccc2n(Cc2ccc(F)cc2)c(=O)n1-c1ccc(F)cc1	-4	4	-4	-11	11	95	-1	101	94	-3	-2
Cc1ccc(S(=O)(=O)NCC(=O)N(CC(=O)NCc2ccccc2)CC2CCCO2)cc1 (configuration not stated)	-7	-52	2	-7	38	101	-2	103	102	0	-6
CCCCn1c(-c2cc(Cl)ccc2OC)n[nH]c1=S	-9	-59	3	-3	38	107	-5	99	102	3	-18
O=C(/C=C/c1ccccc1)NC(N1CCOCC1)C(Cl)(Cl)Cl (configuration not stated)	0	-7	-1	2	11	101	-6	100	107	-3	1
O=C(O)C1CCCCC1C(=O)NCCCCc1ccccc1 (configuration not stated)	-9	-17	-6	-5	24	109	-4	108	102	-3	-4
CC(=O)N1CCOCCOCCN(C(C)=O)CCOCC1	-3	-10	-2	-7	10	83	0	93	100	-5	-3
CCSc1nc2ccccc2n1CC(=O)OC	0	-24	-3	0	11	100	0	98	104	1	0
O=C(Cc1ccccc1)Nc1ccc2oc(-c3cccnc3)nc2c1	-1	-22	1	1	29	94	0	97	96	2	1
CCCS(=O)(=O)Nc1ccc2cn[nH]c2c1	-2	-22	1	-4	11	100	0	102	?	-1	1
Cc1ccc(NC(=O)CN2CCC(NC(=O)Cc3ccccc3)CC2)c(C)c1	-1	-27	-1	-5	9	95	-3	98	93	-2	-4
O=c1[nH]c(=O)n(Cc2ccco2)c2c1C(C(F)(F)F)(C(F)(F)F)N=C(C1CCCCC1)N2	0	-4	0	-1	16	106	-1	105	97	1	0
O=C(Nc1nc(-c2cc(F)ccc2F)cs1)C1=NN(c2ccccc2)C(=O)CC1	1	-16	1	-3	13	103	1	101	?	2	2
Cc1cccc[n+]1CC(=O)/C=C1\N(C)c2ccccc2C1(C)C	-4	-35	-6	-3	10	103	-7	103	102	-5	-8
CN(Cc1ccncc1)C1CC(=O)N(c2ccc(Cl)cc2)C1=O (configuration not stated)	0	-36	-2	-1	17	87	-5	96	95	-3	0
N#CC(C#N)=Cc1ccc(OC(=O)c2ccccn2)cc1	1	13	0	-1	8	96	-3	102	96	-2	-1
CC(=O)c1c(C)[nH]c(C(=O)OCC(=O)Nc2cc(S(=O)(=O)N3CCCCC3)ccc2C)c1C	0	-2	-6	0	6	104	-3	104	99	-3	0
NS(=O)(=O)c1ccc(N=Nc2c(=O)[nH]n3c(=O)c4c([nH]c23)CCCC4)cc1	1	-6	-2	-2	13	101	0	102	102	-1	1
CCOc1ccc(N(CC)C(=O)c2nn(-c3ccc(OC)cc3)c(=O)c3c2c2ccccc2n3C)cc1	-2	-12	-1	-1	18	103	-3	103	97	-3	0

Twelve structures already listed, ordered by length of the SMILES, falling.
SMILES	Bim-Bcl-2	Mcl1-Bid inh	Bim-Bcl-XL	Bim-Bfl-1	GSH fluor	RGS4-Gao reg	Bim-Mcl-1	RGS8-Gao	RGS7-Gao	Bim-Bcl-W	Bcl-B Bim block
CC(=O)c1c(C)[nH]c(C(=O)OCC(=O)Nc2cc(S(=O)(=O)N3CCCCC3)ccc2C)c1C	0	-2	-6	0	6	104	-3	104	99	-3	0
NS(=O)(=O)c1ccc(N=Nc2c(=O)[nH]n3c(=O)c4c([nH]c23)CCCC4)cc1	1	-6	-2	-2	13	101	0	102	102	-1	1
Cc1ccc(S(=O)(=O)NCC(=O)N(CC(=O)NCc2ccccc2)CC2CCCO2)cc1 (configuration not stated)	-7	-52	2	-7	38	101	-2	103	102	0	-6
O=C(Nc1nc(-c2cc(F)ccc2F)cs1)C1=NN(c2ccccc2)C(=O)CC1	1	-16	1	-3	13	103	1	101	?	2	2
Cc1ccc(NC(=O)CN2CCC(NC(=O)Cc3ccccc3)CC2)c(C)c1	-1	-27	-1	-5	9	95	-3	98	93	-2	-4
O=c1c2sccc2n(Cc2ccc(F)cc2)c(=O)n1-c1ccc(F)cc1	-4	4	-4	-11	11	95	-1	101	94	-3	-2
O=C(/C=C/c1ccccc1)NC(N1CCOCC1)C(Cl)(Cl)Cl (configuration not stated)	0	-7	-1	2	11	101	-6	100	107	-3	1
CN(Cc1ccncc1)C1CC(=O)N(c2ccc(Cl)cc2)C1=O (configuration not stated)	0	-36	-2	-1	17	87	-5	96	95	-3	0
CCCCn1c(-c2cc(Cl)ccc2OC)n[nH]c1=S	-9	-59	3	-3	38	107	-5	99	102	3	-18
O=C(O)C1CCCCC1C(=O)NCCCCc1ccccc1 (configuration not stated)	-9	-17	-6	-5	24	109	-4	108	102	-3	-4
CC(=O)N1CCOCCOCCN(C(C)=O)CCOCC1	-3	-10	-2	-7	10	83	0	93	100	-5	-3
CCSc1nc2ccccc2n1CC(=O)OC	0	-24	-3	0	11	100	0	98	104	1	0

Quoted from the listing.
Cc1ccc(NC(=O)CN2CCC(NC(=O)Cc3ccccc3)CC2)c(C)c1 | Bcl-B Bim block: -4
O=c1c2sccc2n(Cc2ccc(F)cc2)c(=O)n1-c1ccc(F)cc1 | RGS8-Gao: 101

High-throughput results as filed in PubChem.
